Screens: PubChem, The Scripps Research Institute Molecular Screening Center
PAFAH1B3 FP inh: PAFAH1B3 (human) inhibition | inhibition, % at 3.39 µM | AID 492972 | recombinant PAFAH1B3, FP-rhodamine probe, fluorescence polarization | 340,000 compounds, 0.28% hits;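 active means inhibition above the screen-wide average of all tested compounds plus 3 SD, cut at about 25% in these data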;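 further: 0% = enzyme with DMSO only and 100% = wells lacking PAFAH1B3 protein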
pPAFAH FP inh: pPAFAH (human) enzyme inhibition; inhibition, % at 3.39 µM; 330,000 compounds, 1.5% hits; recombinant pPAFAH, FP-rhodamine probe fluorescence polarization; AID 463082;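 active means inhibition above the mean inhibition across the screen plus 3 SD, cut at about 25% in these data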;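 further: inhibitors block binding of the rhodamine activity-based probe so polarization drops; 0% = enzyme with DMSO and 100% = wells lacking pPAFAH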
Target sequence (Q13093 whole entry, looked up): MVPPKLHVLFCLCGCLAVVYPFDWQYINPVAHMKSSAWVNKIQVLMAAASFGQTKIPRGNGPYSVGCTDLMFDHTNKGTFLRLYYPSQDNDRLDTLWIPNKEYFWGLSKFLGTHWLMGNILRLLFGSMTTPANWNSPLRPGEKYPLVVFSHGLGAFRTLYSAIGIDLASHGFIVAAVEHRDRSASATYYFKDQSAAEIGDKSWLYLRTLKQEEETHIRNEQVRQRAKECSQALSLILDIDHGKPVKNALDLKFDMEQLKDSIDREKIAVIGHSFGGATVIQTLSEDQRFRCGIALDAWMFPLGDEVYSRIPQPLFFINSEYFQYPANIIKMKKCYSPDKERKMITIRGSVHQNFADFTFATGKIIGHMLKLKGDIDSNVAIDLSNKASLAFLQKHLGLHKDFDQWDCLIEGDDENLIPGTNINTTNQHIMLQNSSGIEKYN
PAFAH2 inh: inhibitors of human PAFAH2; Q99487; recombinant PAFAH2, FP-rhodamine activity probe, fluorescence polarization; inhibition, % at 3.39 µM; 340,000 compounds, 0.99% hits; AID 492956;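 active means inhibition above the mean over all tested compounds plus 3 SD, cut at about 30% in these data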;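 further: inhibitors block probe labeling of enzyme so polarization drops; 0% = enzyme with DMSO and 100% = wells lacking PAFAH2 protein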
PAD4 FP inh: inhibitors of human PAD4; Q9UM07; recombinant PAD4, RCA probe fluorescence polarization; inhibition, % at 6.36 µM; 330,000 compounds, 0.41% hits; AID 485272;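 active means percent inhibition above a cutoff equal to the mean of all tested compounds plus 3 SD, cut at about 15% in these data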;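 further: 0% = PAD4 with RCA probe and DMSO and 100% = probe without PAD4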
Target sequence (Q9UM07 whole entry, looked up): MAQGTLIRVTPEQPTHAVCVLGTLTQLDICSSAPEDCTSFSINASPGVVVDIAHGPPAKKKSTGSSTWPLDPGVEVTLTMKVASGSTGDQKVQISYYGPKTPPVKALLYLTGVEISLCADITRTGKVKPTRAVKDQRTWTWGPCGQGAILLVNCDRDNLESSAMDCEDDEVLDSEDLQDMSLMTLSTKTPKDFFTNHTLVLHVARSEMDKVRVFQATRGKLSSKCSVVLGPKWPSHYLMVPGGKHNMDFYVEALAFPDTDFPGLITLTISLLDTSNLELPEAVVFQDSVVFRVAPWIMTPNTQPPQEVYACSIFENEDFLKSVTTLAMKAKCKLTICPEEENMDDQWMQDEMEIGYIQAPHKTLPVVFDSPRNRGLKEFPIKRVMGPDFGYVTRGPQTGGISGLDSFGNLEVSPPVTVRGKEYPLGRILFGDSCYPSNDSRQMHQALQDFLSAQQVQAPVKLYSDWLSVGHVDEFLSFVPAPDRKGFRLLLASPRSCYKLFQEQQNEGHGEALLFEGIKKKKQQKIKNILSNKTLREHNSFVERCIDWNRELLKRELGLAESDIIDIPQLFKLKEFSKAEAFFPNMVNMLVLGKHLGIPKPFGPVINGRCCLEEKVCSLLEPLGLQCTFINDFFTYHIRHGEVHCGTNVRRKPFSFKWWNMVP
LYPLA1 inh: LYPLA1 (human) inhibition in PME1 counter-screen. O75608. recombinant LYPLA1, FP-Rh probe fluorescence polarization. inhibition, % at 5.9 µM. 320,000 compounds, 0.16% hits. AID 2174;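 active means inhibition above the mean of all tested compounds plus 3 SD, set per campaign, cut at about 14% in these data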;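 further: inhibitors block serine hydrolase probe labeling of LYPLA1 so polarization falls; 0% = enzyme with DMSO and 100% = wells lacking LYPLA1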
PAFAH1B2 inh: inhibitors of human PAFAH1B2. P68402. recombinant PAFAH1B2, FP-rhodamine activity probe, fluorescence polarization. inhibition, % at 3.39 µM. 340,000 compounds, 1.2% hits. AID 492953;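 active means inhibition above the mean of all tested compounds plus 3 SD, cut at about 24% in these data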;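 further: 0% = enzyme with DMSO and 100% = wells lacking PAFAH1B2; many of its hits are not listed in these tables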
LYPLA2 counter: counter-screen for PME1 inhibitors: inhibitors of human LYPLA2. O95372. recombinant LYPLA2, FP-Rh probe fluorescence polarization. inhibition, % at 5.9 µM. 320,000 compounds, 0.38% hits. AID 2177;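 active means inhibition above the screen-wide mean plus 3 SD, limit set per campaign, cut at about 26% in these data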;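 further: 0% = LYPLA2 with DMSO and 100% = wells lacking LYPLA2 enzyme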
PME-1 inh: PME-1 (human) inhibition. AID 2130. recombinant PME-1, FP-Rh probe fluorescence polarization. 320,000 compounds, 0.53% hits. inhibition, % at 5.9 µM;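 active means inhibition above the campaign mean of all compounds plus 3 SD, cut at about 26% in these data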;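 further: competitive labeling of PME-1 active site by serine hydrolase directed probe; 0% = PME-1 with DMSO and 100% = wells lacking PME-1 enzyme; inhibitors block probe labeling so polarization falls and inhibition rises; many of its hits are not listed in these tables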
GSTO1 inh: GSTO1 inhibition, counter-screen for RBBP9 inhibitors | P78417 | recombinant GSTO1, activity-based probe fluorescence polarization | inhibition, % at 5.96 µM | 300,000 compounds, 1.1% hits | AID 1974;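 active means inhibition above the campaign mean inhibition plus 3 SD, cut at about 35% in these data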;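 further: 0% = GSTO1-1 with DMSO and 100% = wells lacking GSTO1-1 enzyme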
Active calls of the source: *; / = not tested or not shown.

SMILES	PAFAH1B3 FP inh	pPAFAH FP inh	PAFAH2 inh	PAD4 FP inh	LYPLA1 inh	PAFAH1B2 inh	LYPLA2 counter	PME-1 inh	GSTO1 inh
Cn1c(=O)c2c(SCC(N)=O)nc(CC(C)(C)C)nc2n(C)c1=O	6	13	-3	-1	4	-4	3	9	-2
COc1ccc(C(=O)c2ccc(OC)c(OC)c2)cc1OC	4	1	-9	-5	-4	7	2	0	1
Nc1c(Cl)cnc(C(Cl)(Cl)Cl)c1Cl	11	6	4	-7	-6	10	0	1	1
Cc1nc(N2CCCCC2C)c2c(C)c(C(=O)Nc3cccc(C(F)(F)F)c3)sc2n1 (stereo not given)	-10	-1	-21	-1	-1	-13	-7	-4	0
COc1ccc(NC(=O)N(C)C[C@H]2Oc3ccc(NC(=O)C4CC4)cc3C(=O)N([C@H](C)CO)C[C@@H]2C)cc1	11	4	10	-2	/	7	/	/	/
Cc1ccccc1NC(=O)C(=O)c1cn(C)c2ccccc12	0	2	4	1	-1	4	8	-3	7
Cc1nc(-c2ccncc2)nc(NCCNc2ccc(C(F)(F)F)cn2)c1Cl	8	2	0	1	0	1	4	-5	1
CCOc1ccccc1OCC(=O)OCC(=O)c1c(N)n(CC(C)C)c(=O)n(C)c1=O	3	2	-4	1	-2	1	3	-1	/
COc1ccc(CCC(C)NC(=O)CCc2ccccc2)c(OC)c1 (stereo not given)	-2	2	0	0	-2	2	-2	2	-6
CN=C1c2cc3cc(OC)ccc3n2CCN1C	4	3	-5	-2	3	0	-1	-2	-3

The list goes on; the last two above are carried over.
SMILES	PAFAH1B3 FP inh	pPAFAH FP inh	PAFAH2 inh	PAD4 FP inh	LYPLA1 inh	PAFAH1B2 inh	LYPLA2 counter	PME-1 inh	GSTO1 inh
COc1ccc(CCC(C)NC(=O)CCc2ccccc2)c(OC)c1 (stereo not given)	-2	2	0	0	-2	2	-2	2	-6
CN=C1c2cc3cc(OC)ccc3n2CCN1C	4	3	-5	-2	3	0	-1	-2	-3
COc1ccc(C[C@H]2CN3C(=NC[C@@H]3Cc3ccc(O)cc3)N2C[C@H](C)NC(=O)CCC2CCCCC2)cc1	-8	-4	1	-5	1	8	-4	5	-2
COCCS(=O)(=O)N(Cc1ccc(Br)cc1)[C@@H](C)C(=O)OC	6	5	1	-4	/	0	/	/	/
Cc1cc(C)cc(N2C(=O)CC(Sc3ncn[nH]3)C2=O)c1 (stereo not given)	7	-1	-5	-3	-2	-2	-2	-1	1
COc1ccc(S(=O)(=O)N2CCCC(C(=O)NCc3cccnc3)C2)cc1OC (stereo not given)	2	2	-2	-3	2	2	-4	4	11
CNC(=S)/N=C(\Nc1ccc(C)cc1)c1ccccc1	/	2	/	-1	1	/	1	-7	7
O=C(O)c1cc([N+](=O)[O-])ccc1N1CCC(Cc2ccccc2)CC1	5	3	0	-4	-2	24	-1	1	2
COc1ccc(C)cc1NC(=O)COC(=O)c1ccc2c(c1)OCO2	-4	5	6	-1	1	4	0	-6	/
Cc1ccccc1-n1nc2c(c1NC(=O)COc1ccc(Cl)cc1)CS(=O)C2 (stereo not given)	2	4	-9	6	1	15	-2	0	12
Cc1onc(-c2ccccc2)c1C(=O)N1CCN(Cc2ccc3c(c2)OCO3)CC1	-4	-2	4	-4	4	0	3	8	17
CCc1nnc(NC(=O)CCC(=O)N2CCN(Cc3cc(F)ccc3OC)CC2)s1	-4	1	3	1	2	0	16	7	1
O=C(CCC(=O)N(c1cccc(F)c1)C(C(=O)NC1CCCC1)c1ccncc1)Nc1cccnc1 (stereo not given)	5	-6	0	3	-7	2	-6	-4	1
CCOC(=O)N1CCN(c2c(N3CCC(N4CCCCC4)CC3)c(=O)c2=O)CC1	-2	-2	-2	0	3	1	-3	4	-6
Cc1ccc(NCC(=O)Nc2cccc(S(=O)(=O)N(C)C)c2)cc1S(=O)(=O)N1CCCCCC1	6	2	0	-4	-5	-2	-7	7	3
CC1(C)CC(=O)C=C(Nc2cccc(F)c2)C1	5	5	6	2	-1	5	-5	0	-2
O=C(NCc1ccc(Cl)cc1)c1cccnc1	-1	0	10	8	-2	14	2	0	8
O=C(COc1ccccc1F)N1CCN(S(=O)(=O)/C=C/c2ccccc2)CC1	7	4	-7	56*	-1	6	12	-4	-1
CC(C)C[C@H](NC(=O)c1[nH]cnc1C(=O)N[C@@H](Cc1ccccc1)C(=O)OC(C)(C)C)C(=O)OC(C)(C)C	7	6	3	11	-8	2	-6	-7	4
O=C1CCCC2=C1C(c1cccc(O)c1)C1=C(N2)c2ccccc2C1=O (stereo not given)	-1	4	30*	-2	-1	-2	4	4	5
O=C(CC1(O)C(=O)Nc2ccccc21)c1ccccc1O (stereo not given)	2	5	8	0	3	0	2	-3	8
C/C(CC(=O)Nc1ccc(C)c(Cl)c1)=N\NC(=O)Cc1cccs1	0	-8	3	-2	-2	-2	-3	-15	2
Cc1ccc(C)c(NC(=O)C(Sc2nc3ccc(C)cc3[nH]2)c2ccccc2)c1 (stereo not given)	0	6	2	2	-2	0	-2	-7	-7
CC(C)CCn1cnc2c1c(=O)n(CC(=O)NC(N)=O)c(=O)n2Cc1ccccc1	5	5	-2	-4	-6	2	-5	3	-3
CCCOc1ccc(C(=O)NNC(=S)NC(=O)c2cc(-c3ccc(Cl)cc3)nc3ccccc23)cc1	0	20	-21	8	-6	1	1	1	0
CCOc1ccc(OCC)c(NC(=O)C2C3C=CC(O3)C2C(=O)NCc2ccco2)c1 (stereo not given)	2	0	-1	-1	-1	3	7	3	10
Cc1c(NC(=O)c2noc(C(C)C)c2[N+](=O)[O-])c(=O)n(-c2ccccc2)n1C	-6	1	0	2	-3	1	5	5	5
CCOc1ccc(CC(=O)N/N=C/c2cccnc2)cc1	5	-2	-1	0	0	12	-3	-1	0
Cc1ccc(S(=O)(=O)N/N=C(\c2ccccc2)C2CC2)cc1	6	4	1	-1	-3	16	-2	7	3
COCCOC1CCN(C(=O)c2ccc(OC)c(OC3CCN(C(C)C)CC3)c2)CC1	0	-1	-1	2	-2	2	-3	0	6
O=C1NCC(COc2ccc([N+](=O)[O-])cc2)O1 (stereo not given)	5	1	6	-2	-1	-3	-2	4	-6
CCCOC(=O)CC1C(=O)NCCN1Cc1cc(OC)cc(OC)c1 (stereo not given)	5	5	7	3	1	1	-1	-3	1
O=C(Cn1nnc(-c2ccccc2)n1)OCc1csc(-c2ccccc2)n1	0	-3	2	-3	2	2	7	-4	2
CC(CC(=O)Nc1ccc2c(c1)OCO2)c1ccccc1 (stereo not given)	9	8	5	-2	1	2	8	0	9
CN1CCCC(OC(=O)CCCCC(=O)OC2CCCN(C)C2)C1 (stereo not given)	2	5	4	-2	-4	-2	1	-2	8
O=C1c2ccccc2[C@@H]2C[C@@H](O)[C@H](Nc3ccccc3)CCN12	7	-1	13	-2	/	3	/	/	/
COCCCNC(=O)Cn1nc(-c2ccc(C)cc2)ccc1=O	5	-2	1	5	3	-2	0	4	5
Cc1cc(C)c2[nH]c(=O)c(C(c3nnnn3Cc3ccc4c(c3)OCO4)N3CCCC3)cc2c1 (stereo not given)	4	8	-7	-10	-3	2	-8	-4	2
N#Cc1ccccc1	3	1	-3	-3	2	3	1	-5	/
Cc1nc2sc(C(c3cccs3)N3CCN(c4cccc(Cl)c4)CC3)c(O)n2n1 (stereo not given)	7	8	4	5	-3	1	16	-2	8
Cc1ccc(C(=O)Cn2nc(C)c([N+](=O)[O-])c2C)c(C)c1	14	1	-5	1	-4	-2	12	9	-2
FC(F)(F)c1cccc(N2Cc3ccccc3C2)c1	11	2	-2	0	0	4	7	-3	5
Cc1ccc(C(=O)Nc2ccccc2C(=O)NC(CC(=O)O)C(=O)O)cc1 (stereo not given)	-4	2	-5	0	2	0	4	0	1
Cc1cc(C)c(C)c(C(=O)COC(=O)CNC(=O)CN2C(=O)c3ccccc3C2=O)c1C	-5	7	-8	0	0	-1	0	-1	3
Nc1nnc(CCCCCc2nnc(N)s2)s1	0	2	6	0	-1	1	-1	2	-3
CCOC(=O)c1c(NC(=O)CSc2nnc(-c3ccc(C)cc3)o2)sc(C(C)=O)c1C	5	-4	-9	1	-1	4	-1	3	-3
FC(F)(F)c1nnc2c(Sc3ccccc3)nc3ccc(Cl)cc3n12	-3	7	-5	4	2	0	-4	3	-2
CC1CCC2(CC1)N=C(N)Nc1nc3ccccc3n12 (stereo not given)	-2	8	-12	3	2	4	4	-1	2
CCOc1ccc(Nc2nc(Cc3nnc(SCC(=O)NC4CCCCC4)n3C)cs2)cc1	-3	5	15	-1	-4	2	-3	2	8
COc1ccc(NC(=O)COC(=O)/C=C/c2cccs2)c(OC)c1	13	7	12	1	0	7	6	3	/
COCCn1cnnc1SCC(=O)Nc1ccccc1C(=O)Nc1ccc2c(c1)OCO2	9	0	-5	0	0	-1	-2	10	7
c1cc2c(cc1CN1CCN(C3CCCCCC3)CC1)OCO2	7	-3	-6	-6	1	2	5	4	-2

The list goes on.
SMILES	PAFAH1B3 FP inh	pPAFAH FP inh	PAFAH2 inh	PAD4 FP inh	LYPLA1 inh	PAFAH1B2 inh	LYPLA2 counter	PME-1 inh	GSTO1 inh
NC(=O)C1CC(=O)N(c2ccc(OCc3c(F)cccc3Cl)cc2)C1 (stereo not given)	7	1	11	9	3	-3	3	-2	1
COc1ccccc1OCc1ccc(C(=O)NCC2CCCO2)cc1 (stereo not given)	-1	0	5	-3	-3	0	2	1	/
O=C1CCCN1CCCNc1ncnc2c1[nH]c1ccc(Cl)cc12	11	13	-11	-5	3	1	3	-2	-16
Cc1ccc(Nc2nc3ccccc3nc2Nc2c(C)n(C)n(-c3ccccc3)c2=O)cc1	3	-6	1	-3	1	3	-7	-3	0
CC(=O)c1cccc(NC(=O)COC(=O)c2n[nH]c3ccccc23)c1	0	-8	47*	1	-5	4	4	-17	-2
COC(=O)c1ccc(NC(=O)CN(C2CCCCC2)S(C)(=O)=O)cc1	5	-7	-4	2	3	2	6	-9	10
NC(=O)NC(=O)CC1S/C(=N/N=C2/NC(=O)CS2)NC1=O (stereo not given)	6	-1	-2	8	-3	3	-2	-3	5
COc1ccc(Nc2nc(N)c([N+](=O)[O-])c(N3CCOCC3)n2)cc1	7	9	9	4	5	8	4	24	-7
Cn1c(N)c(C(=O)Nc2ccccc2F)sc1=S	1	-4	-2	-1	4	0	2	-1	-6
COc1ccc(/C=C/C(=O)c2ccccc2)cc1Cn1nnc2ccccc21	4	1	-12	7	-4	3	-8	-3	-19
Cc1cccc2cc(COC(=O)c3cccnc3)c(=O)[nH]c12	4	3	-3	5	0	1	1	1	2
CC(C)Sc1nc(N2CCOCC2)c2c(c1C#N)CC(C)(C)N(C)C2	3	-2	11	4	2	6	7	-2	5
CC(C)c1cc(C(F)(F)F)n2nc(C(=O)O)cc2n1	10	1	-4	2	1	1	1	-1	7
CCc1ccc(NC(=O)CSc2nc3ccccc3nc2N2CCCC2)cc1	-3	2	2	-6	-7	2	-4	-6	3
O=C(NCCC(=O)N1CCC2(CC1)NCCc1[nH]cnc12)c1ccc(F)c(F)c1	-2	-1	1	0	-1	0	3	-8	1
NC(=O)C1CCN(C(=O)NC(=O)c2ccccc2)CC1	3	1	-3	-3	-1	4	1	4	0
CCN(CC)CCCNC(=O)c1cc(Cl)c(NC(=O)C2=C(C)OCCS2)cc1OC	11	0	-8	0	-4	-1	-3	-8	-6

Only part of the results is shown; count on the stated rates, not on these rows.
